TAG inh: reduces triacylglycerol accumulation in H9c2 cells. Nile Red lipid (TAG) fluorescence; cells loaded with 200 µM oleic acid. inhibition, % at 12.5 µM. 230,000 tested, 0.66% active. AID 651582;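 active = pattern-corrected inhibition of lipid staining of at least 50% with the nuclear-stain viability signal not falling by more than 50%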;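 also: 0% = DMSO wells and 100% = triacsin C control wells; some results filed as inactive read as strong as hits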
TAG inh DAPI viability: second read-out of TAG inh, no call of its own (marks repeat the call); DAPI nuclei signal change (viability), lower = more cytotoxic, %;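 whole-well DAPI fluorescence read on a plate reader as a viability signal; minus 50 percent equals half of cells still viable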
Numbers without * were called inactive. This is a subset; rates above refer to the full screens.

SMILES	TAG inh	TAG inh DAPI viability
O=C(COC(=O)/C=C/C(=O)N1CCN(c2ccccc2)CC1)NC(c1ccccc1)c1ccccc1	17	-13
COC(=O)c1ccc(COC(=O)CCS(=O)(=O)c2ccc(C)cc2)cc1	6	3
O=c1ccc(Br)c[nH]1	1	-20
O=C(NCc1ccco1)c1ccc(CN2CCOCC2)cc1	-6	8
Cc1ccc(C(=O)N/N=C/c2ccc([N+](=O)[O-])s2)cc1	-7	-11
CC1=C(C(=O)N2CCOCC2)CC(CC(=O)NC(c2ccccc2)c2ccccc2)C(=O)N1CCCN1CCCC1=O (stereo not drawn)	17	-9
O=C(COc1ccc(Cl)cc1)Nc1nnc(-c2ccco2)o1	10	-4
COc1cc(OC)cc(C(=O)OCC(=O)Nc2sccc2C(N)=O)c1	4	-3
CC(=O)Nc1ccc(S(=O)(=O)N2CCN=C2c2ccccc2)cc1	8	5
Cc1cc(Nc2ccc(Br)cc2)n2nc(C)nc2n1	0	6

The final 7 compounds of the section before come first, to join the parts:
SMILES	TAG inh	TAG inh DAPI viability
O=C(NCc1ccco1)c1ccc(CN2CCOCC2)cc1	-6	8
Cc1ccc(C(=O)N/N=C/c2ccc([N+](=O)[O-])s2)cc1	-7	-11
CC1=C(C(=O)N2CCOCC2)CC(CC(=O)NC(c2ccccc2)c2ccccc2)C(=O)N1CCCN1CCCC1=O (stereo not drawn)	17	-9
O=C(COc1ccc(Cl)cc1)Nc1nnc(-c2ccco2)o1	10	-4
COc1cc(OC)cc(C(=O)OCC(=O)Nc2sccc2C(N)=O)c1	4	-3
CC(=O)Nc1ccc(S(=O)(=O)N2CCN=C2c2ccccc2)cc1	8	5
Cc1cc(Nc2ccc(Br)cc2)n2nc(C)nc2n1	0	6
CC1=CC(C)(C)NC(=S)N1c1ccc(C)c(C)c1	15	-7
CCCNc1cc(=O)n(C)c(=O)n1C	3	6
CCC(C)NC(=O)c1cnn2c1NC(c1cccs1)CC2C(F)(F)F (stereo not drawn)	7	-4
CC(C)(C)c1nnc2sc(SCC(=O)N3CCCCC3)nn2c1=O	25	-4
O=C1c2ccc(-c3ccc(Cl)c(C(F)(F)F)c3)cc2S(=O)(=O)c2cccc(C(=O)N3CCN(c4ncc(Br)cn4)CC3)c21	35	-7
COc1ccc(N2C(=O)C3C(C2=O)C(C(=O)c2ccccc2)N2CCCC32)cc1 (stereo not drawn)	1	-10
CN1CCC(N(C)CC(=O)Nc2ccc3c(c2)OC(F)(F)O3)CC1	-7	4
CC(=O)Oc1cccc(/C=C2\C=C(c3ccc(C)cc3)OC2=O)c1	-17	4
CC1(C(=O)Nc2cnc3ccccc3c2)CCN1CCOc1ccccc1 (stereo not drawn)	-2	-3
Cc1ccc2c(c1)sc1nc(=O)n(-c3ccccc3)c(=O)n12	3	3

Single records (already shown). Values in the order: TAG inh	TAG inh DAPI viability
CCC(C)NC(=O)c1cnn2c1NC(c1cccs1)CC2C(F)(F)F (stereo not drawn) in the list: 7	-4
Cc1ccc2c(c1)sc1nc(=O)n(-c3ccccc3)c(=O)n12 in the list: 3	3
COc1ccc(N2C(=O)C3C(C2=O)C(C(=O)c2ccccc2)N2CCCC32)cc1 (stereo not drawn) in the list: 1	-10
CC1(C(=O)Nc2cnc3ccccc3c2)CCN1CCOc1ccccc1 (stereo not drawn) in the list: -2	-3

The list goes on.
SMILES	TAG inh	TAG inh DAPI viability
CN1CCN(C(=S)Nc2ccc(S(N)(=O)=O)cc2)CC1	-20	10
CCS(=O)(=O)NCCc1csc(-c2ccccc2)n1	3	2
Nc1c(N(CCC2=CCCCC2)C(=O)COc2ccc(F)cc2)c(=O)[nH]c(=O)n1Cc1ccccc1	-6	2
Cc1cccc2c(C(=O)N3CCN(C(=O)c4ccco4)CC3)cc(-c3cccc(Br)c3)nc12	-18	11
Nc1nc(OCc2ccccc2)c2[nH]cnc2n1	-12	-3
CN1C[C@H]2CON(C)[C@H]2C[C@H]1c1cccc(-c2ccccc2)c1	3	-2
COc1ccc2c(c1OC)C(=O)N1C2SC[C@H]1C(=O)NC1CC(C)(C)NC(C)(C)C1 (stereo partly drawn)	10	3
O=C(c1ccccc1)N1CCN(c2ccc(N3CCOCC3)nn2)CC1	-5	-4
COCCn1c(SC(C)C(=O)Nc2ccc(N3CCOCC3)cc2)nnc1-c1ccncc1 (stereo not drawn)	4	-2
COCCCNC(=O)c1cc(C(=O)c2ccccc2Br)c[nH]1	24	-11
Brc1ccc(-c2nc(-c3ccccn3)no2)o1	9	2
CCOCC(=O)Nc1nnc(C2CCCCC2)s1	-20	-1
COc1ccc(CCNC(=O)COc2nncc3ccccc23)cc1	7	-6
CC(=O)n1cc([C@H]2C=C(C(=O)NCc3ccccc3)O[C@@H](OCc3ccc(CO)cc3)C2)c2ccccc21	22	-6
CCN(CC(=O)Nc1ccc(S(N)(=O)=O)cc1)S(=O)(=O)c1cc(C)ccc1OC	-7	1
CC(=O)N1CCN(C(=S)c2ccc([N+](=O)[O-])cc2)CC1	-10	5
C[N+]1(CC(=O)OCCCC2CCCCC2)CCCC1	-7	3
CC(Nc1nc(N2CCN(CCO)CC2)nc2ccccc12)c1ccccc1 (stereo not drawn)	12	5
C/C(=N\Nc1ccc(Cl)c(C(=O)O)c1)c1cc2ccccc2o1	25	-15
CSc1ccccc1NC(=O)c1ccc(N2CCCC2=O)cc1	19	4
N#Cc1cc([N+](=O)[O-])cnc1N(CCO)CCO	9	-7
CN1CCN(S(=O)(=O)c2cccc(C(=O)Nc3cc(C(F)(F)F)ccc3N3CCCCC3)c2)CC1	24	11
COc1ccc(CCNC(=O)C(=O)NCC2OCCN2S(=O)(=O)c2cccs2)cc1 (stereo not drawn)	-5	-4
Cc1ccc(/C=N\NC(=O)/C(=C\Nc2nccc(C)n2)NC(=O)c2ccccc2)cc1	-2	-8
CCCNC(=O)c1ccc(N2CCC3(CC2)CC(c2cccc(Br)c2)=NO3)c(NC(=O)c2ccc(Cl)c([N+](=O)[O-])c2)c1	45	-3
CC(C)(C)c1cc(C(=O)NNC(=O)c2ccc(Cl)cc2)no1	-22	17
COc1cc(CN2CCC(Cc3ccccc3)CC2)cc(OC)c1OC	15	-16
CCOC(=O)C1=C(O)/C(=C/c2ccc(CNC(=O)C(=O)Nc3ccc(C)cc3)o2)N=C1C	3	-1
CC(C)n1c(CN2CCN(C)CC2)nc2c1c(=O)n(C)c(=O)n2C	8	1
COc1ccc(C(=O)Nc2nc(CC(=O)NCc3ccc(F)cc3)cs2)cc1	-4	-5
Cn1cnnc1SCC(=O)Nc1ccc2nc(SCc3ccccc3)sc2c1	2	-12
COc1ccc2[nH]c3c(c2c1)CNCC3	-15	25
CN(Cc1ccccc1)C(=O)c1ccc(NC(=O)Cc2cccc([N+](=O)[O-])c2)cc1	-29	6
CCCCCCCN1C(Nc2ccccc2)=NC[C@@H]1CC(C)C	13	-24
CC(=O)c1cccc(CN2CCC(C(=O)Nc3cccc(-c4ccn[nH]4)c3)CC2)c1	-12	0
CCCS(=O)(=O)NC(=O)C1(C)CCN(C(=O)/C=C/c2ccccc2)C1 (stereo not drawn)	21	-2
Cc1ccc(-c2nnn(CC(=O)N(c3cnc4ccccc4c3)C(C(=O)NC3CCCC3)c3ccncc3)n2)o1 (stereo not drawn)	-18	6
CCOC(=O)C1CCc2nc3ccccc3c(=O)n21 (stereo not drawn)	-6	-3
O=C(COC(=O)c1ccc2c(c1)OCCO2)Nc1cccc(S(=O)(=O)N2CCOCC2)c1	-5	-5
COc1ccccc1N1CCN(CC(O)COCc2cccs2)CC1 (stereo not drawn)	8	-13

By substructure, the entries above containing a nitro group on carbon.
SMILES	TAG inh	TAG inh DAPI viability
Cc1ccc(C(=O)N/N=C/c2ccc([N+](=O)[O-])s2)cc1	-7	-11
CC(=O)N1CCN(C(=S)c2ccc([N+](=O)[O-])cc2)CC1	-10	5
N#Cc1cc([N+](=O)[O-])cnc1N(CCO)CCO	9	-7
CCCNC(=O)c1ccc(N2CCC3(CC2)CC(c2cccc(Br)c2)=NO3)c(NC(=O)c2ccc(Cl)c([N+](=O)[O-])c2)c1	45	-3
CN(Cc1ccccc1)C(=O)c1ccc(NC(=O)Cc2cccc([N+](=O)[O-])c2)cc1	-29	6

Additional compounds
SMILES	TAG inh	TAG inh DAPI viability
COc1ccc(NC(=O)CSc2nc3scc(C)c3c(=O)[nH]2)cc1	-5	2
NS(=O)(=O)c1ccc(CNC(=O)c2cc(-c3ccccc3)nc3ccccc23)cc1	11	-10
CCN(CC)C(=O)CC1(c2ccccc2OC)CCOC(C(C)C)C1 (stereo not drawn)	4	-17
OCCNc1nc(Nc2ccccc2Cl)nc(N2CCCC2)n1	3	-3
C[C@H](NC(=O)c1nc[nH]c1C(=O)NC(c1ccccc1)c1ccccc1)C(=O)OC(C)(C)C	-17	2
COc1cc(-c2nnc(COc3ccc(Cl)cc3C)o2)cc(OC)c1OC	2	8
CCCCc1nc2n[nH]c(N)c2c2c1CCCC2	-3	6
Cc1ccc(F)c(S(=O)(=O)NC(=O)C2(C)CCN2C(=O)CCC2CCCC2)c1 (stereo not drawn)	-4	5
CN(Cc1nc(-c2cnccn2)no1)CC1(c2ccccc2)CC1(C)C (stereo not drawn)	-10	1
O=C1NC(=O)C(c2ccccc2)(C2CCCC2)N1 (stereo not drawn)	-3	0
COc1ccc(CNC(=O)C[C@H]2C[C@H](C(=O)N3CCOCC3)[C@@]3(CCC4CCCC4)c4[nH]c5ccc(Cl)cc5c4CCN3C2=O)cc1OC	64*	0.3*
CS(=O)(=O)c1ccc2nc(NC(=O)C3CCCO3)sc2c1 (stereo not drawn)	4	3
CC1CCN(CCCn2c(=S)[nH]c3c(sc4ccccc43)c2=O)CC1	-2	17
NC(=O)c1ccc(NC(=O)COC(=O)CCSc2ccccc2)cc1	-3	-4
COc1ccc(S(=O)(=O)N2CCN(c3ncnc4c(-c5ccccc5)nsc34)CC2)cc1	40	6
Cc1noc(C)c1COc1ccccc1C(=O)N(C)CC(=O)Nc1cccc(F)c1	-5	1
COc1ccc(-c2csc(NC(=O)c3c(C)noc3C)n2)cc1	-32	0
O=C(CCl)NNc1cccc(Cl)n1	-7	15
CSc1ccccc1OCc1cc(C(=O)N2CCN(C3CCCC3)C(=O)C2)no1	-4	6
CCOc1ccc(S(=O)(=O)N(C)c2ccc(OCC(=O)N3CCOCC3)cc2)cc1	7	0
CS(=O)(=O)Nc1ccccc1C(=O)N1CCCC1	-6	-2
COCCNC(=O)C1(C)CCCN(C(=O)c2ccc(F)c(Cl)c2)C1 (stereo not drawn)	-3	1
CC(C)(C)c1ccc(OCCC(=O)OCC(=O)N2c3ccccc3NC(=O)C2(C)C)cc1	-15	3
Cc1cc(C(=O)O)ccc1-c1ccc(/C=C2\NC(=O)N(Cc3ccc(F)cc3)C2=O)o1	-5	3
NS(=O)(=O)c1ccc(NCc2cnc3ccccc3c2)cc1	1	0
COc1ccc(Cl)cc1N1C(=O)[C@@H]2C(c3cccc(OC)c3OC)=NO[C@@H]2C1=O	1	5
O=C1C2C3C=CC(C3)C2C(=O)N1Nc1c(Cl)cc(Cl)cc1Cl (stereo not drawn)	-11	1
CCOC(=O)c1nc(Nc2ccc(C(C)=O)cc2)c2ccccc2n1	16	0
C=CC[C@H](CC(=O)N(CCO)Cc1ccccc1)C(=O)N[C@@H](COC(=O)[C@@H](CC=C)Cc1ccc(F)cc1)Cc1ccccc1	17	0
O=C(CS(=O)(=O)Cc1ccccc1)Nc1ccc(Br)cc1F	8	-3
O=C(Oc1ccc2c(=O)c(Cl)coc2c1)c1cccnc1	7	-1
O=C(CSc1nnc(-c2ccccc2)n1-c1ccccc1)c1ccc[nH]1	-4	-3
C[C@@H](CO)NC(=O)c1nc[nH]c1C(=O)N[C@H](C)c1ccccc1	-31	0
CCCc1nc2oc(C(=O)c3ccccc3)c(N)c2c2c1COC(C)(C)C2	1	10
CCCC(=O)Nc1ccc(C=C(C(C)=O)C(C)=O)cc1	4	0
O=C(Nc1cccc(Cl)c1)N1CCC(CO)(CCOc2ccccc2)CC1	16	-4
Cc1nc2c(-c3ccccc3)c(C)nn2c(C)c1CCC(=O)N1CCOCC1	-6	3
Cc1nc2sc(C#N)c(N)c2c2c1CCCC2	-29	22
Nc1ccc2nn(-c3ccc(F)cc3)nc2c1	1	42
CCCC(=O)N1CCN(c2ccc(NC(=O)c3cccs3)cc2Cl)CC1	2	3
COc1cc2c(cc1OC)CN(Cc1ccc(C)s1)CC2	-6	0
COc1ccc(CCN(C)CCCC(C#N)(c2cc(OC)c(OC)c(OC)c2)C(C)C)cc1OC (stereo not drawn)	7	-6
S=C(Nc1ccc2[nH]ccc2c1)NC1CCCCC1	-9	11
COc1ccc(OC)c(NS(=O)(=O)c2ccc(-n3cccn3)cc2)c1	3	10
COc1ccc(S(=O)(=O)Nc2ccccc2C(=O)OC2CCCN(C)C2)cc1OC (stereo not drawn)	-6	-1
O=C(COc1coc(CN2CCN(c3ccc(F)cc3)CC2)cc1=O)Nc1ccccc1	-13	-3
CCOC(=O)c1c(NC(=O)CSc2nnc(-c3c[nH]c4ccccc34)n2C)sc2c1CCCC2	3	-2
COc1ccccc1NC(=O)COC(=O)Cn1cnc2c1c(=O)n(C)c(=O)n2C	10	2
O=C(NCc1nnc(SCC(=O)N2CCCCCC2)o1)c1ccco1	10	-4

Source: PubChem
